Screening data (PubChem BioAssay)
CAL PDZ FP-1: inhibitors of human CAL PDZ peptide binding | Q9HD26 | purified CAL PDZ, TMR-peptide fluorescence polarization, 1 h | inhibition, % at 24.9 µM | hit rate 0.92% among 300,000 | AID 602252;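 active = mean inhibition of at least 30% with at least half of replicates also reaching 30%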;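 also: 0% = DMSO neutral control and 100% = excess unlabeled competitor peptide PRC23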
PKA-R2B act: activators of human PKA-R2B complex. hit rate 0.079% among 340,000. activation, % at 11.4 µM. P22694+P31323. PKA-R2B holoenzyme dissociation, Cy5-IP20 fluorescence polarization; R2B truncated from residue 108, S112A mutant; 0% DMSO only, 100% 113 µM cGMP. AID 504700;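 active = activation above a cutoff set at the mean over all compounds plus 3 SD, cut at about 18% in these data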;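 also: higher means more holoenzyme dissociation and a rise in polarization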
Target sequence (P31323 whole entry, looked up, other chains not shown, the tested form may be a part): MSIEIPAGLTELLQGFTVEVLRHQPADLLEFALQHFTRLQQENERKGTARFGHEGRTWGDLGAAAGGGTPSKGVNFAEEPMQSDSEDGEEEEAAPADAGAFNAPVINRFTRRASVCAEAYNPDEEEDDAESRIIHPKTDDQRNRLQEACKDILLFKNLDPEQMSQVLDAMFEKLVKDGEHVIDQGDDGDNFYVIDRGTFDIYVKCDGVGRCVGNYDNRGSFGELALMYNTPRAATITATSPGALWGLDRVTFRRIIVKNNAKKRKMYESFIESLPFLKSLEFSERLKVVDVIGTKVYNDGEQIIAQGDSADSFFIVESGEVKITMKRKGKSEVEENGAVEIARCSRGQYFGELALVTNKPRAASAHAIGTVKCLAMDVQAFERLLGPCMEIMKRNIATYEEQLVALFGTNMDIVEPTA
CAL PDZ FP-2: inhibitors of human CAL PDZ peptide binding; Q9HD26; purified CAL PDZ, TMR-peptide fluorescence polarization, 1 h; inhibition, % at 20 µM; hit rate 0.02% among 330,000; AID 504414;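 active = highest replicate inhibition of at least 40%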;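 also: plate controls were DMSO neutral control wells for no effect and unlabeled competitor peptide control wells for full effect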
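Material – purified CerCALP PDZ construct · Detection – FP readout, S and P plane fluorescence · Measure – percent inhibition from loss of millipolarization · Controls – unlabelled peptide for full inhibition, DMSO wells as neutral · Probe or stimulus – TMR-labelled reporter peptide T*-PRC34 bound in PDZ groove · Times – 1 h at RT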
SR-BI uptake up: SR-BI HDL lipid transfer activation; CHO ldlA[mSR-BI] cells, DiI-HDL uptake fluorescence, 3 h; 100 = double the neutral-control signal; activation, % at 12.5 µM; hit rate 0.096% among 320,000;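 active = mean replicate activation of at least 60% and every replicate at or above 60%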;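 also: 0% = median plate neutral-control signal and 100% = twice that signal; values of inactives mirror those of a sister screen read the other way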
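material = CHO ldlA[mSR-BI] cells | medium = Ham's F12 with 0.5% BSA, HEPES 25 mM, pH 7.4 | reagent = fluorescent DiI-HDL, 10 µg/mL final | compound dosing = single-point compound dose | incubation = 3 h, 37 °C | measured by = bottom-read fluorescence, 550/595 nm | measure = HDL uptake via cellular fluorescence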
DAGLB inh: blocks human DAGLB lipase activity; HEK293T DAGLB membrane lysate, EnzChek fluorogenic substrate; inhibition, % at 5.17 µM; hit rate 0.059% among 340,000; in the data active = inhibition above about 34%;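 also: 0% = enzyme with vehicle and 100% = wells lacking enzyme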
RTF Ca sens act: cardiac RTF calcium sensitization; hit rate 0.24% among 340,000; activation, % at 7.2 µM; P19429+P45379; AID 493008; IANBD-labeled TnC RTF fluorescence at EC20 calcium; 0% EC20 calcium, 100% full calcium;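 active = activation above the mean over all tested compounds plus 3 SD, cut at about 30% in these data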;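 also: rise in fluorescence read as greater calcium sensitivity of cardiac thin filaments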
Rtt109 HAT inh: C. albicans Rtt109 histone acetyltransferase inhibition | purified Rtt109/Vps75, ThioGlo CoA-SH fluorescence, 4 h | AID 540336 | inhibition, % at 34.9 µM | Q5AAJ8 | hit rate 0.16% among 330,000;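 active = inhibition of at least 50% in every replicate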
Target sequence (Q5AAJ8 whole entry, looked up): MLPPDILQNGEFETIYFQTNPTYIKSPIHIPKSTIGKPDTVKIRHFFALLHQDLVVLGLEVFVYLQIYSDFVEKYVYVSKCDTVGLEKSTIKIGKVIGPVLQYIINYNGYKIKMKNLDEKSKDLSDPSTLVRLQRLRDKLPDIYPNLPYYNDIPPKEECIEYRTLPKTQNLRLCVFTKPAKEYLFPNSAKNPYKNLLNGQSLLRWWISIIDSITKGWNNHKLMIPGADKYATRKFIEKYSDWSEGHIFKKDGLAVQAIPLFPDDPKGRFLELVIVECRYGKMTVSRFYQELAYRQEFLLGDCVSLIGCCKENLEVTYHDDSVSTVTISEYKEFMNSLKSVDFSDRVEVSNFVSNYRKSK
C-LANA FP: blocks KSHV LANA C-terminal domain binding to DNA; hit rate 0.078% among 340,000; MBP-C-LANA/FAM-LBS DNA binding, fluorescence polarization; AID 504423; inhibition, % at 9 µM;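 active = highest replicate inhibition at or above 60% at 9 µM, even if other replicates fall short; inactive = all replicates below 60% inhibition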;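 also: 0% = neutral control wells and 100% = 4 µM acridine orange control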
Keap1-Nrf2 PPI: inhibitors of human Keap1-Nrf2 protein-protein interaction; Keap1 Kelch-Nrf2 peptide fluorescence polarization, 1536-well; AID 504523; inhibition, % at 9.4 µM; Q14145; hit rate 0.15% among 340,000; in the data active = inhibition above about 12%;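 also: human Keap1 Kelch domain with fluorescein labeled Nrf2 9mer peptide probe; 0% = neutral control wells and 100% = peptide positive control; higher means more block of Keap1 binding to Nrf2 peptide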
Cardiac RTF inh: cardiac RTF calcium desensitization; IANBD-labeled cardiac RTF, Ca2+ fluorescence; inhibition, % at 7.15 µM; hit rate 0.12% among 340,000;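 active = inhibition above the mean inhibition of all tested compounds plus 3 SD, cut at about 17% in these data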;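 also: assay run at fixed EC70 calcium of 1.6 mM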
The depositor's hits bear a star; . = no result given. Compounds were not picked by outcome. Share with any hit: about 1.6%.

Letters – A = CAL PDZ FP-1; B = PKA-R2B act; C = CAL PDZ FP-2; D = SR-BI uptake up; E = DAGLB inh; F = RTF Ca sens act; G = Rtt109 HAT inh; H = C-LANA FP; I = Keap1-Nrf2 PPI; J = Cardiac RTF inh
> N/C(=N\OC(=O)/C=C/c1ccccc1)c1ccc(Br)cc1
  A: 3.5	B: -6.7	C: 1.1	D: 22.7	E: -8.3	F: -1.5	G: 5.1	H: 2.7	I: -1.4	J: -6.3
> O=C(CC(=O)NC1CCCCC1)N/N=C/c1ccccc1[N+](=O)[O-]
  A: -3.8	B: -2.9	C: -0.3	D: 10.4	E: -0.5	F: -10.2	G: 1.6	H: 1.8	I: -7.5	J: -0.3
> CS(=O)(=O)N(CC(=O)N/N=C/c1cccc2c1OCCO2)c1ccccc1Br
  A: -2.8	B: 8.2	C: -0.1	D: -31.1	E: 4.4	F: 4.4	G: 5.2	H: 1.0	I: -0.8	J: 2.9
> CCCn1c(SCC(=O)NCc2ccc(Cl)cc2)n[nH]c1=O
  A: 7.6	B: -4.6	C: -0.6	D: 7.1	E: 0.2	F: 0.1	G: 0.6	H: 0.0	I: -4.4	J: -1.2
> Cc1c(C)c2ccc(OCC(=O)Nc3ccccn3)c(C)c2oc1=O
  A: -4.0	B: 15.6	C: -1.9	D: 9.9	E: -0.8	F: -5.3	G: -3.1	H: 0.5	I: 2.1	J: -5.4
> CCNC(=S)NNC(=O)c1cc(-c2cccc(OCC)c2)nc2ccccc12
  A: -1.5	B: -3.2	C: -0.5	D: -3.3	E: 1.2	F: -0.2	G: 1.5	H: 2.1	I: -0.9	J: 2.9
> O=C(Oc1cccc(-n2cnnn2)c1)c1ccccc1
  A: -0.8	B: -1.1	C: -1.4	D: 22.5	E: 3.2	F: 2.4	G: 5.3	H: -1.0	I: 1.1	J: 2.3
> Cc1ccc(Sc2ncnc3onc(C)c23)c(C)c1
  A: -2.0	B: -15.6	C: -4.0	D: 15.7	E: -8.1	F: 2.6	G: -7.0	H: 1.1	I: -2.8	J: -6.5
> CCOc1ccc(C(=O)NCC(=O)NCC(c2cccs2)N2CCOCC2)cc1 (centres undefined)
  A: -0.1	B: 2.0	C: 0.2	D: 30.9	E: -0.8	F: -0.1	G: -1.9	H: -1.7	I: 3.0	J: -9.7
> CC1CCN(S(=O)(=O)c2cc3c4c(c2)CCN4C(=O)CC3)CC1
  A: 2.5	B: 7.1	C: -0.9	D: 22.1	E: 0.5	F: -1.9	G: -2.6	H: -0.4	I: -4.8	J: -0.3
> CNCC(=O)Nc1ccc(OC(F)(F)F)cc1
  A: 1.8	B: 2.5	C: 0.0	D: .	E: 1.3	F: 3.1	G: -5.5	H: -3.3	I: 0.7	J: -6.6
> O=C(Nc1ccc(F)c(Cl)c1)C1CCCCC1
  A: -1.4	B: 5.9	C: -1.1	D: -2.8	E: -6.6	F: 2.2	G: 6.5	H: 0.1	I: -6.2	J: -1.3
> CCCCOc1ccc(NS(=O)(=O)c2ccc(-n3cnnn3)cc2)cc1
  A: .	B: -17.6	C: -0.9	D: 9.2	E: -0.2	F: 0.8	G: -0.7	H: -0.1	I: 0.3	J: -3.2
> CCOC(=O)C1CCN(C(=O)COc2cc(C)c(Br)c(C)c2)CC1
  A: -3.8	B: 1.5	C: -0.9	D: -45.1	E: -15.8	F: 2.6	G: 1.1	H: 1.4	I: -4.6	J: -0.9
> Cc1cc(OC(C)C(=O)NCC2CCC(C(=O)O)CC2)c2c(C)c(C)c(=O)oc2c1 (centres undefined)
  A: -13.4	B: -7.6	C: -1.4	D: -1.3	E: 0.4	F: 11.3	G: -8.4	H: -1.2	I: -1.7	J: -4.2

An excerpt from above in order of molar mass, high to low.
Letters – A = CAL PDZ FP-1; B = PKA-R2B act; C = CAL PDZ FP-2; D = SR-BI uptake up; E = DAGLB inh; F = RTF Ca sens act; G = Rtt109 HAT inh; H = C-LANA FP; I = Keap1-Nrf2 PPI; J = Cardiac RTF inh
> CCOc1ccc(C(=O)NCC(=O)NCC(c2cccs2)N2CCOCC2)cc1 (centres undefined)
  A: -0.1	B: 2.0	C: 0.2	D: 30.9	E: -0.8	F: -0.1	G: -1.9	H: -1.7	I: 3.0	J: -9.7
> Cc1cc(OC(C)C(=O)NCC2CCC(C(=O)O)CC2)c2c(C)c(C)c(=O)oc2c1 (centres undefined)
  A: -13.4	B: -7.6	C: -1.4	D: -1.3	E: 0.4	F: 11.3	G: -8.4	H: -1.2	I: -1.7	J: -4.2
> CCOC(=O)C1CCN(C(=O)COc2cc(C)c(Br)c(C)c2)CC1
  A: -3.8	B: 1.5	C: -0.9	D: -45.1	E: -15.8	F: 2.6	G: 1.1	H: 1.4	I: -4.6	J: -0.9
> CCNC(=S)NNC(=O)c1cc(-c2cccc(OCC)c2)nc2ccccc12
  A: -1.5	B: -3.2	C: -0.5	D: -3.3	E: 1.2	F: -0.2	G: 1.5	H: 2.1	I: -0.9	J: 2.9
> CCCCOc1ccc(NS(=O)(=O)c2ccc(-n3cnnn3)cc2)cc1
  A: .	B: -17.6	C: -0.9	D: 9.2	E: -0.2	F: 0.8	G: -0.7	H: -0.1	I: 0.3	J: -3.2
> N/C(=N\OC(=O)/C=C/c1ccccc1)c1ccc(Br)cc1
  A: 3.5	B: -6.7	C: 1.1	D: 22.7	E: -8.3	F: -1.5	G: 5.1	H: 2.7	I: -1.4	J: -6.3
> O=C(CC(=O)NC1CCCCC1)N/N=C/c1ccccc1[N+](=O)[O-]
  A: -3.8	B: -2.9	C: -0.3	D: 10.4	E: -0.5	F: -10.2	G: 1.6	H: 1.8	I: -7.5	J: -0.3
> Cc1ccc(Sc2ncnc3onc(C)c23)c(C)c1
  A: -2.0	B: -15.6	C: -4.0	D: 15.7	E: -8.1	F: 2.6	G: -7.0	H: 1.1	I: -2.8	J: -6.5
> O=C(Oc1cccc(-n2cnnn2)c1)c1ccccc1
  A: -0.8	B: -1.1	C: -1.4	D: 22.5	E: 3.2	F: 2.4	G: 5.3	H: -1.0	I: 1.1	J: 2.3

(next part)
Letters – A = CAL PDZ FP-1; B = PKA-R2B act; C = CAL PDZ FP-2; D = SR-BI uptake up; E = DAGLB inh; F = RTF Ca sens act; G = Rtt109 HAT inh; H = C-LANA FP; I = Keap1-Nrf2 PPI; J = Cardiac RTF inh
> CCN(C(=O)COC(=O)/C=C/c1cccc(Br)c1)C1CCS(=O)(=O)C1 (centres undefined)
  A: -4.7	B: -1.8	C: -2.7	D: -8.0	E: -3.6	F: -3.3	G: -1.0	H: 0.4	I: -4.9	J: 2.6
> CSCCC(NS(=O)(=O)c1ccccc1F)C(=O)NCc1ccncc1 (centres undefined)
  A: -2.1	B: -13.7	C: -1.7	D: 7.1	E: 2.8	F: 4.7	G: -3.8	H: 3.6	I: 1.8	J: -8.9
> CC(C)(C)[C@H]1COC(=O)[C@H](NC(=O)OCC2c3ccccc3-c3ccccc32)C/C=C\C[C@@H](CC(=O)N(CCO)Cc2ccccc2)C(=O)N1
  A: 3.2	B: 4.5	C: -0.8	D: -58.8	E: -1.6	F: -6.0	G: 10.2	H: -4.1	I: -1.4	J: -5.0
> O=C(NCC1CCCO1)c1cccc(NC(=O)c2ccc(Br)cc2)c1 (centres undefined)
  A: 1.2	B: -18.2	C: -4.9	D: -37.8	E: 0.5	F: -5.4	G: -5.1	H: -0.2	I: 0.9	J: -4.5
> CCOc1ccc(-c2cc(C(=O)NN=C3CCN(C)CC3)[nH]n2)cc1
  A: -4.7	B: 8.3	C: -3.4	D: -2.3	E: -1.0	F: -4.3	G: 4.0	H: -0.4	I: 2.2	J: 2.6
